Bioassay records from PubChem BioAssay.
West Nile virus CPE: inhibition of WNV-induced cytopathic effect – cell-based, CPE readout (AID 1621) | actives 0.02% (n = 290,000) | West Nile virus-infected cells, CPE inhibition; higher % means a stronger effect | CPE inhibition, % at 10 µM, or IC50 in µM where a hit was titrated; in the data active means a potency from the dose series; inconclusive means CPE inhibition mostly from about 3.7% at the one dose, without a potency; inactive means the rest, 99 in 100 with CPE inhibition below about 2.2%; further: strong numbers were not always called active
CSM14.1 death rescue: protection against thapsigargin-triggered cell killing – 384-well, CSM14.1, ATP luminescence, primary screen (AID 1222); 190,000 tested, under 10 active; cellular ATP content (survival), % at 20 µM; hits with a dose series show EC50 in µM; CSM14.1 thapsigargin-induced death rescue, ATP luminescence; higher % means a stronger effect;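 active means EC50 below 50 µM in the dose-response confirmation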;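 further: death triggered by thapsigargin at about 15 µM added after 2 h compound pretreatment; cell ATP read after overnight thapsigargin exposure of roughly 18 to 22 hours; normalized against plate controls of thapsigargin alone and 5% DMSO vehicle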
Large T inhibition: SV40 large T antigen inhibitors, biochemical (AID 1903) | SV40 large T antigen ATPase/helicase inhibition assay; higher % means a stronger effect | inhibition, % at 20 µM; hits with a dose series show IC50 in µM | actives 0.39% (n = 310,000); in the data active means a potency from the dose series; inconclusive means inhibition mostly from about 32% at the one dose, without a potency; inactive means the rest, 99 in 100 with inhibition below about 32%; further: strong numbers were not always called active
Dengue-2 NS5 capping: Dengue-2 NS5 methyltransferase inhibitors, primary screen, biochemical, confirmation dose response (AID 588689); Dengue-2 NS5 methyltransferase capping enzyme assay, biochemical; higher % means a stronger effect; inhibition, % at 25 µM; hits with a dose series show IC50 in µM; actives 0.3% (n = 340,000); in the data active means a potency from the dose series; inconclusive means inhibition above about 29% without an active follow-up result
Yfh1-depleted yeast: enhancers of respiration in Yfh1-depleted yeast, dose response, Friedreich's ataxia, plus single-dose screen (AID 1465). S. cerevisiae Yfh1-off respiration, WST-1 reduction, 72 h; higher fold induction means a stronger effect. fold induction at 50 µM, or EC50 in µM where a hit was titrated. actives 0.074% (n = 220,000);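 active means fold induction of absorbance versus untreated yeast above a set limit, then at least 30% activation at any dose in follow-up; inconclusive means repeats straddling the limit, or above it without dose testing; inactive means fold induction below the set limit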;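 further: activators that raise dye reduction in frataxin-depleted yeast; strong numbers were not always called active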
RSV CPE inhibition: RSV antiviral activity via CPE protection, HEp-2 cells, primary 10 µM value included (AID 2391); HEp-2 cells, RSV-induced CPE inhibition; higher % means a stronger effect; one-dose CPE inhibition, % at 10 µM; IC50 in µM for titrated hits; actives 0.13% (n = 310,000); in the data active means a potency from the dose series; inconclusive means CPE inhibition mostly from about 23% at the one dose, without a potency; inactive means the rest, 99 in 100 with CPE inhibition below about 21%; further: strong numbers were not always called active
K1F lysis inhibition: inhibition of K1F phage lysis, E. coli UTI89, bacterial capsule biogenesis inhibitors, alamar blue (AID 488966). inhibition, % at 100 µM, or IC50 in µM where a hit was titrated. E. coli UTI89 K1F phage lysis, alamar blue, 2 h; higher % means a stronger effect. actives 0.02% (n = 340,000);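 active means phage lysis inhibition, versus mean bacterial control, above a set limit; inconclusive means no clear call, values can overlap the other calls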;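 further: capsule biogenesis inhibitors block K1F phage lysis so surviving cells raise fluorescence; higher fluorescence means more inhibition of phage lysis; actives were called in the ten point dose series up to 300 µM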
XIAP displacement: XIAP antagonists, biochemical, IAP family, fluorescence polarization (AID 1018); XIAP BIR domain, fluorescence polarization peptide displacement; higher % means a stronger effect; displacement, % at 20 µM; hits with a dose series show IC50 in µM; actives 0.007% (n = 200,000); in the data active means displacement above about 50%; further: a part of the inactive calls stands beside numbers as strong as those of hits
WT yeast gro inh: growth inhibition of WT yeast, mitochondrial fusion screen | mitochondrial fusion phenotypic screen, WT strain | inhibition, % at 10 µM | actives 2.1% (n = 190,000); in the data active means inhibition above about 58%; tested in S. cerevisiae
WT yeast gro inh mutant strain: also measured in WT yeast gro inh; calls as there; inhibition, %; mitochondrial fusion phenotypic screen, mutant strain inhibition
Dengue-2 NS5 capping pilot replicate: second read-out of Dengue-2 NS5 capping, no call of its own (marks repeat the call); inhibition, %; measured here: pilot screen replicate inhibition
An asterisk follows results filed as active; i = inactive; ? = inconclusive; . = no result given; [ ] = another dose, or the depositor's remark.

SMILES | West Nile virus CPE | CSM14.1 death rescue | Large T inhibition | Dengue-2 NS5 capping | Yfh1-depleted yeast | RSV CPE inhibition | K1F lysis inhibition | XIAP displacement | WT yeast gro inh | WT yeast gro inh mutant strain | others
CCCc1cc(=O)oc2cc(C)cc(OC(C)C(=O)N[C@@H](Cc3c[nH]c4ccccc34)C(=O)O)c12 (stereo partly specified) | -0.4% | . | 6% | 7% | . | . | 6.7% | . | . | .
O=C(O)c1ccccc1C(=O)Nc1c(-c2ccccc2)nc2ccccn12 | -0.2% | . | -1% | -7% | . | 0.3% | 0.1% | . | . | .
COc1ccccc1C(=O)C1CCCN(C(=O)CCc2ccccn2)C1 (stereo unspecified) | -0.9% | -0.2% | ? | -5% | i | 0.0% | 0.1% | 4.7% | 8 | 4
CCCCNC(=O)CCCn1c(=O)c2ccccc2n(CC(=O)NCCC2=CCCCC2)c1=O | -0.1% | -3.3% | 1% | -3% | i | . | 0.5% | -3.9% | 34 | -14
Cc1ccccc1P(=O)(CO)c1ccccc1C | 0.0% | -1.6% | -3% | -5% | i | -0.5% | 0.5% | 0.8% | -9 | -2
Cc1ccc(-c2nn(-c3ccccc3)cc2C(=O)Nc2ccc(C(=O)O)cc2)cc1 | 0.8% | 0.5% | 7% | -5% | i | 10% | -1.6% | -10% | -5 | 3
Cc1cccc(NC(=O)c2cc(S(=O)(=O)N3CCc4ccccc43)cn2C)c1 | -0.7% | . | 14% | -4% | . | 1.8% | -1.4% | . | . | .
CC(=O)Nc1cccc(C(=O)OC(C)C(=O)NC2CCCc3ccccc32)c1 (stereo unspecified) | -0.5% | . | 15% | -3% | . | 1.4% | 0.8%[50 µM] | . | . | .
COC(=O)CCn1nnc(-c2cccs2)n1 | 0.0% | . | 9% | 7% | i | -1.1% | -0.2% | -0.7% | 12 | 19
Cn1c2c(c(=O)[nH]c1=O)C(c1ccc(O)cc1)C1=C(N2)c2ccccc2C1=O (stereo unspecified) | 1.7% | 0.4% | 1% | . | i | -3.6% | . | -17% | -1 | 1
COc1ccccc1C(=O)OCC(=O)Nc1ccc(Cl)cn1 | 0.7% | -12% | 2% | -1% | i | 2.1% | 0.3% | -5.2% | 1 | -12
Cc1cc(C)c(NC(=O)c2sc3nc4c(cc3c2N)C(=O)CC(C)(C)C4)c(C)c1 | -1.6% | -4.8% | 0% | 1% | i | 8.0% | 0.1% | 0.3% | 34 | 16
O=C(c1ccncc1)c1ccc([N+](=O)[O-])cc1 | -0.2% | 2.4% | 10% | -1% | i | 0.1% | 0.1% | -4.7% | -11 | 14
Cc1nn(-c2ccccc2)c2c1C(c1ccccc1)C(C#N)=C(N)O2 (stereo unspecified) | 0.3% | -2.2% | 5% | 26% | i | 0.5% | 0.8% | -4.7% | 9 | 1
Cc1ccc(NC(=O)CN2CCN(CCN=CC3=C(O)CC(c4ccccc4)CC3=O)CC2)cc1 (stereo unspecified) | -0.7% | -3.0% | 18% | 1% | i | 1.9% | 2.3% | -6.3% | 0 | 8
CC(=O)c1sc(-c2ccccc2Cl)nc1C | 0.7% | -0.6% | 9% | 5% | i | 43% | -0.3% | 3.5% | 5 | 13
Cn1c(=O)c([N+](=O)[O-])c(-n2ccnc2)c2ccccc21 | -0.3% | . | 27% | -28% | i | 17% | 0.1% | -18% | -4 | -17
Cc1ccc(OCc2nnc(NC(=O)c3cccnc3)s2)cc1 | 0.0% | . | 7% | -9% | i | 5.6% | 0.2% | . | . | .
CN(C(=O)CSc1nnc(NCc2ccccc2)s1)C1CCS(=O)(=O)C1 (stereo unspecified) | 0.0% | -1.7% | 5% | 5% | i | -0.3% | 0.5% | -8.4% | 14 | 11
CC1=Nc2cc(C(=O)O)ccc2Sc2ccc(C)cc21 | 1.2% | -1.2% | 4% | 3% | i | 1.6% | 0.2% | -4.6% | -10 | 5
O=C(O)CCN(CC(=O)c1ccc(Cl)cc1)S(=O)(=O)c1ccc([N+](=O)[O-])cc1 | . | . | 23% | 3% | . | -1.1% | -0.7% | . | . | .
O=C1CCC2S/C(=C/Nc3ccc(C(F)(F)F)cc3)C(=O)N12 (stereo unspecified) | 0.5% | -0.6% | 9% | -6% | i | 2.9% | 2.4% | -3.3% | -18 | -8
CC(=O)c1cccc(NS(=O)(=O)c2ccc(C(=O)Nc3ccccc3)cc2)c1 | -1.4% | . | 0% | -7% | . | -0.3% | 1.5%[50 µM] | . | . | .
CC(=O)c1c(C)c(C)c2n1CCn1c(C)ccc1-2 | -0.4% | . | 18% | 3% | i | ? | -0.6% | . | . | .
COc1ccc(OCc2cc(C(=O)N(C)C3CCOC3)no2)c(Cl)c1 (stereo unspecified) | -1.3% | . | 11% | -5% | . | 1.5% | -0.1% | . | . | .
Additional records:
SMILES | West Nile virus CPE | CSM14.1 death rescue | Large T inhibition | Dengue-2 NS5 capping | Yfh1-depleted yeast | RSV CPE inhibition | K1F lysis inhibition | XIAP displacement | WT yeast gro inh | WT yeast gro inh mutant strain | others
O=C(OC(C(=O)NCC1CCCO1)c1ccccn1)c1cccs1 (stereo unspecified) | -0.9% | -1.7% | -53% | 1% | i | 0.6% | 0.2% | -2.2% | -21 | -10
CCCCn1c(N)c(N(Cc2ccccc2OC)C(=O)COc2ccc(F)cc2Cl)c(=O)[nH]c1=O | 1.3% | . | 20% | 0% | . | 1.9% | -0.3%[50 µM] | . | . | .
CC(C)(C)OC(=O)NCCCCCc1nnc(SCc2ccccc2)o1 | -0.3% | . | 15% | 6% | i | 6.0% | -0.3% | . | . | .
COC(=O)c1ccc2[nH]c(C)c(CN3CCCC3)c(=O)c2c1 | -0.1% | -1.4% | 2% | -7% | i | . | 0.4% | -3.3% | 4 | 3
Cc1c(C(=O)N(C)C2CCCCC2)sc2ncnc(N3CCN(c4ccccc4)CC3)c12 | 0.1% | . | . | -5% | . | 17% | 0.3% | . | . | .
CCOc1ccc(CNC(=O)CCn2c(=O)oc3ccccc32)cc1 | -0.8% | -1.0% | 7% | -3% | i | 2.7% | 0.6% | 0.8% | 7 | 18 | Dengue-2 NS5 capping pilot replicate=-8.2
O=C(NC1CCCCCC1)c1ccc(-n2cnnc2)cc1 | -0.1% | . | 17% | -3% | . | 0.8% | 0.3% | . | . | .
NS(=O)(=O)c1ccc(NC(=O)COC(=O)c2ccc(Cl)nc2)cc1 | -0.1% | 0.6% | 58% | 2% | i | 0.1% | 0.1% | -6.2% | -19 | 15
O=C(Nc1ccc(C2CC2(Cl)Cl)cc1)c1ccccc1Br (stereo unspecified) | -1.4% | 0.0% | 8% | -1% | i | ? | 2.8%[50 µM] | -5.6% | 38 | 48
Nc1nc2c(C(=O)N3CCOCC3)nnn2c2ccccc12 | 0.0% | . | 17% | -3% | i | 1.1% | -0.5% | . | . | .
CN(C)c1ccc(S(=O)(=O)NCC(=O)OCC(=O)Nc2cc(Cl)cc(Cl)c2)cc1[N+](=O)[O-] | 0.3% | -0.5% | 13% | -3% | i | 1.6% | -1.3% | -2.9% | -1 | 5
CCn1c(SCC(=O)N2CCCC2)nnc1-c1ccc(S(=O)(=O)N2CCCCCC2)cc1 | -0.8% | -0.6% | 6% | -8% | i | 0.9% | 0.7% | -3.3% | -22 | 4
CC(=NCCCNC1CCCCC1)C1=C(O)CC(C)(C)CC1=O | -0.2% | 0.1% | 3% | 10% | i | 1.2% | 1.0% | 0.2% | -2 | -5
O=C(NC1CCCC1)c1csc2c1CCCC2 | -0.8% | -1.9% | 14% | -1% | i | 2.0% | 1.2% | -3.2% | -18 | -9
O=C(NCC1CC1)c1cc(-c2ccccc2)nn1CC1CC(c2cccc([N+](=O)[O-])c2)=NO1 (stereo unspecified) | 0.8% | . | 19% | -5% | i | 2.4% | 1.3% | . | . | .
O=C(Nc1ccccn1)Nc1ccccc1Cl | -1.3% | . | 17% | . | . | ? | i | . | . | .
CN(c1ccc(OCC(=O)OCC(=O)Nc2ccccc2)cc1)S(=O)(=O)c1ccc(F)cc1 | 0.5% | 2.9% | 1% | -6% | i | 0.8% | 1.9%[50 µM] | -1.8% | -1 | 1
CCOC(=O)Nc1sc2c(c1C#N)CCCC2 | 0.0% | -1.9% | 5% | -2% | i | 4.3% | 1.0% | -3.1% | 9 | -15
CC(C)CC[n+]1ccn(-c2nc3ccccc3nc2[N-]S(=O)(=O)c2ccc(Cl)cc2)c1 | 0.4% | . | 8% | 4% | i | 1.1% | 0.1% | . | . | .
COc1ccccc1NC(=O)c1ccc(NS(C)(=O)=O)cc1 | 0.0% | . | 4% | -6% | i | 0.0% | 0.1% | -3.8% | 8 | 12
COC(=O)c1cccc(S(=O)(=O)N2CCC(NC(=O)Nc3cccc(F)c3)CC2)c1 | 0.1% | 0.9% | 0% | -5% | i | -2.2% | 1.4% | -4.4% | -3 | -1
O=C1CCCN2N=C(SCC(=O)Nc3nc4ccccc4s3)SC2=N1 | -0.2% | -1.9% | 11% | -3% | i | -1.8% | -0.4% | -8.3% | -4 | -4
Cc1ccc(Cn2cnc3ccccc32)cc1C | 1.2% | -1.1% | 11% | 1% | i | 2.6% | 13% | -3.0% | -1 | 0
CCOC(=O)N1CCC(Nc2c(-c3ccc(C)cc3)c(=O)c2=O)CC1 | -0.3% | -3.6% | 10% | -3% | i | 2.1% | 0.1% | -13% | -4 | -13
CN(C)c1ccc(CNn2cnnc2SCc2ccccc2F)cc1 | 0.1% | . | 1% | -10% | i | 1.0% | 12% | -3.7% | 0 | 0
Cc1cccc(C(=O)O/N=C2\CCS(=O)(=O)c3sccc32)c1 | 0.0% | -1.4% | 14% | 7% | i | 2.2% | 0.8% | -21% | 4 | -3
CN1CCN(CC(O)COCCOc2ccc(Br)cc2)CC1 (stereo unspecified) | -0.4% | -0.8% | 7% | -4% | i | 0.8% | 3.0% | -5.7% | -14 | -18
CC1Cc2ccccc2N1CC(=O)Nc1ccc(Cl)c(S(=O)(=O)N(C)C)c1 (stereo unspecified) | -0.2% | . | 6% | -5% | i | -0.1% | 2.1% | -16% | 4 | 12
Cc1ccsc1CN(C)C(=O)c1ccc(Oc2ccccc2)cc1 | -1.5% | . | 4% | 13% | . | 13% | -0.1% | . | . | .
COc1c(F)c(F)c(C(=O)O)c(Nc2ccc(C)cc2C)c1F | 0.7% | -0.2% | 2% | 3% | i | -0.6% | -0.7% | 2.3% | 7 | 1
